From PubChem
ERb SRC1 inh = blocks coactivator binding to human estrogen receptor beta | Q92731 | TR-FRET ER-beta LBD / SRC1-Cy5 peptide binding; receptor agonist-loaded with 1 µM estradiol | inhibition, % at 25.6 µM | actives 1.3% (n = 86,000);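 active = compounds whose percent inhibition of the receptor-coactivator binding signal exceeds about 50% in the single-dose screen, limit read from the data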;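 also: 0% = receptor plus peptide wells without compound and 100% = peptide-only wells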
H69AR growth 86K = growth inhibitors of human H69AR lung tumor cells | viability, % at 10 µM | H69AR lung tumor viability, ATP luminescence, 72 h; active compounds read low | actives 6% (n = 85,000) | AID 598;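 active = viability at or below 40%; inactive = viability above 40%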;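 also: multidrug resistant small cell line overexpressing MRP-1 efflux transporter; 100% = mean luminescence of untreated control wells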
Calb biofilm kill = kills Candida albicans biofilms; C. albicans biofilm + clotrimazole, Alamar Blue; inhibition, % at 6 µM; actives 0.14% (n = 85,000); AID 834;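 active = inhibition above 20%; inactive = inhibition below 20%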;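 also: preformed 24 hr biofilms exposed to compound for 48 hr; 0% = biofilm without compound and 100% = blank killed by clotrimazole plus chlorhexidine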
ERa SRC1 pot = ER-alpha (human) coactivator binding potentiation; TR-FRET ERalpha-LBD/SRC-Cy5 coactivator binding, 2 h; 100 = basal binding, no effect; coactivator binding (% of control), % at 25.6 µM; actives 1.3% (n = 86,000); AID 639; in the data active = activity above about 200%;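 also: binding measured in presence of low estradiol as agonist stimulus; 0% = peptide alone without receptor and 100% = receptor with peptide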
Target sequence (P03372 whole entry, looked up, the tested form may be a part): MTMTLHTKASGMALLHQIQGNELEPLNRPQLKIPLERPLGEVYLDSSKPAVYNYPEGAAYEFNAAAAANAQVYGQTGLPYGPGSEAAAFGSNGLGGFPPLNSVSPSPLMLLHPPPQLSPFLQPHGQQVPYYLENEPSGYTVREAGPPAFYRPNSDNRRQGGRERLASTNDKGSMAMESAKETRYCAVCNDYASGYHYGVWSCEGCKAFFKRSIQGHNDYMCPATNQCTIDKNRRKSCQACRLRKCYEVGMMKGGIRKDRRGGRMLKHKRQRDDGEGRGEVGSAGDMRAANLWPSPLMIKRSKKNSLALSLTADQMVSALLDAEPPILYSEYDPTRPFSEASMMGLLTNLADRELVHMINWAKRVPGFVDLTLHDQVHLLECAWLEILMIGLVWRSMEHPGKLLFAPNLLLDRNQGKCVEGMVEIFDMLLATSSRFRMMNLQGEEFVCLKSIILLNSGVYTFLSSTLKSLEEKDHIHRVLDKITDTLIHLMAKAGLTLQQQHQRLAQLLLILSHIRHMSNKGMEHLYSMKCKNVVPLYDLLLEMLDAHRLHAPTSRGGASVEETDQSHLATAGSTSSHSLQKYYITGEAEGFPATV
Smad3 inh = inhibitors of human Smad3 transcription factor binding; P84022; actives 0.29% (n = 88,000); TR-FRET Smad3/Dy647-FoxH1 peptide binding, europium anti-His; inhibition, % at 25 µM;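 active = compounds that reduce the energy-transfer binding signal between the protein and its labelled peptide by more than half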;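 also: 0% = Smad3 plus labelled peptide maximal FRET and 100% = peptide-only background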
Target sequence (P84022 whole entry, looked up): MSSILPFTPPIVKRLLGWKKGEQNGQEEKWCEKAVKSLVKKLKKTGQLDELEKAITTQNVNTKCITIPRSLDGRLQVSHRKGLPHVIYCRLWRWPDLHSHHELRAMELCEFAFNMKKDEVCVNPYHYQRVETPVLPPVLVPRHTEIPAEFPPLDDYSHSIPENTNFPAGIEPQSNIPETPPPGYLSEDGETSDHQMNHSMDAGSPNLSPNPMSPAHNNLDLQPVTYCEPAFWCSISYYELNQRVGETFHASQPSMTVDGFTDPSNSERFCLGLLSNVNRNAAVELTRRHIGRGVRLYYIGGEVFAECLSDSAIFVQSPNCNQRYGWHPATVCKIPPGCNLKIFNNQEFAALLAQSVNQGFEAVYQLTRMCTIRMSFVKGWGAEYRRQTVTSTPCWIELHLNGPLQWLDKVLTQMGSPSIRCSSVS
ERa coact inh = ER-alpha (human) coactivator binding inhibition | inhibition, % at 25.6 µM | P03372 | actives 1.7% (n = 86,000) | TR-FRET ER-alpha LBD / SRC-1 peptide, estradiol-bound; in the data active = inhibition above about 50%;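 also: 0% = receptor plus peptide control and 100% = peptide only without receptor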
sEH act = soluble epoxide hydrolase (human) activation; P34913; purified human sEH enzymatic activity, activator screen; activation, % at 2 µM; actives 0.04% (n = 91,000); AID 717; in the data active = activation above about 37%; also: values of inactives mirror those of a sister screen read the other way
Fibroblast inh = blocks proliferation of human lung fibroblasts; actives 1.1% (n = 85,000); AID 719; LL 47 human lung fibroblast viability, ATP luminescence; active compounds read low; viability, % at 10 µM;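 active = viability at or below 50% in the single dose screen; inactive = viability above 50%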;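 also: compound exposure lasted 72 h before the ATP readout; 100% = median luminescence of untreated cell-only wells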
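Material: human LL 47 lung fibroblast cells; quantity: 1,150 cells/well; medium: IMEM plus 15% FBS; doses: 0.1% DMSO in all compound wells; timing: overnight attachment after seeding, then 72 h compound exposure at 37 °C; detection: CellTiter-Glo luminescence; measure: % viability of median cell-only signal; controls: cell-only wells, no compound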
HUVEC inhibit = blocks proliferation of human endothelial cells | HUVEC proliferation, CellTiter-Glo luminescence, 72 h; active compounds read low | viability, % at 10 µM (by protocol) | actives 1.1% (n = 86,000) | AID 648;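 active = viability at or below 30%; inactive = viability above 30%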;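 also: 100% = median luminescence of DMSO-only cell control wells on each plate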
Numbers without * were called inactive; · = not tested or not shown; [ ] = remark or other dose. An excerpt. The share of hits here may be higher or lower than overall.

| nr | Compound | ERa SRC1 pot | ERa coact inh | sEH act | HUVEC inhibit | Smad3 inh | H69AR growth 86K | Calb biofilm kill | Fibroblast inh | ERb SRC1 inh |
| --- | --- | --- | --- | --- | --- | --- | --- | --- | --- | --- |
| 1 | CCOC(=O)c1c(C)[nH]c(C(=O)OCc2c(C)noc2C)c1C | 100.2[fluorescence artefact?] | -10.8 | 1.6 | 105.5 | 0.1 | 51.7 | 9.6 | 89.7 | 0.8 |
| 2 | CCOC(=O)c1ccc(CC(=O)c2ccc(O)cc2O)o1 | 14.6 | -1.1 | -7.5 | 109.5 | 4.1 | 86.9 | 10.5 | 97.3 | 5.9 |
| 3 | CS(=O)(=O)N(CC(=O)N1CCN(c2ccccc2)CC1)c1ccc(Cl)c(C(F)(F)F)c1 | 72.7 | -0.7 | -2.9 | 77.2 | 4.5 | 108.6 | 2.5 | 89.8 | 3.5 |
| 4 | Cc1ccc(S(=O)(=O)N2CCC(C(=O)O)CC2)cc1C(=O)O | 118.7 | -5.6 | · | 108.5 | 5.7 | 93.4 | 4.4 | 99.4 | -10.6 |
| 5 | CCOC(=O)C(C)Sc1nc2ccccc2c(=O)n1CC (stereo not drawn) | 96.6[fluorescence artefact?] | -20.3 | -6.8 | 96.6 | -13.8 | 90.7 | 2.3 | 91.5 | -22.6 |
| 6 | CCc1c(C)nc(SCC(=O)CC(=O)OC(C)C)c(C#N)c1C | 83.4 | 5.3 | -1.2 | 98.6 | 5.8 | 98.9 | 2.2 | 106.0 | -6.6 |
| 7 | C=CCn1c(-c2ccc(OC)c(OC)c2)n[nH]c1=S | 108.6 | -2.5[fluorescence artefact?] | · | 66.0 | -9.2 | 90.3 | 7.2 | 99.7 | 2.0 |
| 8 | CC(C)NC(=O)c1cc2ccccc2o1 | 98.1[fluorescence artefact?] | -0.8 | 6.2 | 101.3 | -3.6 | 89.8 | 8.7 | 97.0 | -5.9[fluorescence artefact?] |
| 9 | COC(=O)c1ccccc1NC(=O)c1cc2n(n1)C(C(F)F)CC(C(F)F)N2 (stereo not drawn) | 101.6 | 5.0 | -5.3 | 56.8 | -5.5 | 61.4 | -9.1 | 109.2 | 3.7 |
| 10 | CCOC(=O)CSc1nc(C2CC2)nc2ccccc12 | 90.7 | 3.8 | -3.7 | 89.6 | -10.6 | 97.4 | 8.4 | 88.3 | 11.7 |
| 11 | Cc1[nH]c2ccccc2c1C(=O)CN1CCN(C2CCCCC2)CC1 | 104.2 | -7.1 | 1.5 | 106.5 | 6.6 | 79.6 | 8.2 | 99.0 | -9.8 |
| 12 | N#Cc1c(N)c(C(=O)c2ccc(Cl)cc2)n2c1CCC2 | 113.6 | 1.5 | -8.5 | 93.7 | 6.7 | 82.8 | · | 87.9 | 0.7 |
| 13 | COc1ccc(NC(=O)CNS(=O)(=O)c2ccc(Cl)cc2)cc1 | 118.0 | -1.4 | 11.9 | 89.4 | 15.2 | 85.5 | 3.5 | 92.7 | 1.7 |
| 14 | Cc1ccc(C)c(C(=O)O/N=C(\N)c2ccc(Br)cc2)c1 | 116.3 | -1.3 | 4.9 | 67.4 | -12.9 | 91.9 | 1.4 | 87.0 | -12.6 |
| 15 | O=C(c1ccccc1)c1ccccc1C(=O)N1CCOCC1 | 83.7 | 22.9 | 1.3 | 92.7 | 8.1 | 100.7 | 6.0 | 96.7 | 7.0 |
| 16 | CCc1ccc(-c2nnn(Cc3nn[nH]n3)n2)cc1 | 116.2 | -12.2 | · | 92.7 | -3.2 | 98.2 | 7.2 | 98.9 | 4.9 |
| 17 | Cc1cc2nc3c(c(=O)n2[nH]1)CCCC3 | 113.7 | -24.6 | 37.3* | 98.2 | 5.2 | 95.3 | 7.8 | 103.7 | -32.6[fluorescence artefact?] |
| 18 | CCn1c(=N)n(CC(O)COc2cccc(C)c2)c2ccccc21 (stereo not drawn) | 108.6 | -10.0 | -5.0 | 87.3 | 7.0 | 76.3 | -2.4 | 71.5 | -12.7 |
| 19 | COc1ccc(NC(=O)c2ccc(C(=O)c3ccccc3)o2)cc1 | 101.3 | 5.2 | -14.0 | 117.1 | -2.5 | 93.2 | 0.2 | 102.3 | -0.9 |
| 20 | COc1ccc(OC)c(CNC(=O)Cc2c(C(=O)O)[nH]c3ccccc23)c1 | 99.9 | 3.9 | · | 94.9 | -3.8 | 89.8 | -4.0 | 97.9 | 1.3[fluorescence artefact?] |
| 21 | CCOC(=O)c1cc2c(=O)n3cccc(C)c3nc2n(Cc2cccnc2)c1=N | 103.7[fluorescence artefact?] | -13.2 | 4.2 | 99.0 | 9.0 | 69.7 | -3.9 | 97.5 | -12.6 |
| 22 | Cn1c(=O)c2c(nc(SCC(=O)NCc3ccc4c(c3)OCO4)n2Cc2ccc(F)cc2)n(C)c1=O | 43.0[fluorescence artefact?] | 18.3[fluorescence artefact?] | 17.8 | 72.8 | 9.2 | 64.8 | 8.3 | 96.1 | 19.8 |
| 23 | CCOc1cccc2c1OC1(C)CC2NC(=O)N1c1cccc(Cl)c1 (stereo not drawn) | 96.9 | -4.4 | · | 92.8 | -22.0 | 109.1 | 9.2 | 109.8 | 5.0 |
| 24 | O=C(N1CCOCC1)C12CC3CC(C1)CC(C(=O)N1CCOCC1)(C3)C2 | 118.7 | -5.8 | 7.4 | 106.7 | -5.8 | 89.5 | 7.4 | 101.3 | 13.1 |
| 25 | COc1ccc(Cn2c(=O)[nH]c3cc(C(=O)NCCCN4CCCC4)ccc3c2=O)cc1 | 91.0 | 4.9 | -9.9 | 84.0 | 0.1 | 101.5 | 5.5 | 95.3 | -1.2 |
| 26 | COc1ccc(-c2cc(N)n(S(=O)(=O)c3ccc(F)cc3)n2)cc1OC | 118.5[fluorescence artefact?] | -6.5 | 5.9 | 76.5 | -0.2 | 94.4 | 8.3 | 100.8 | -2.4 |
| 27 | COc1ccc(-n2ncc3c(N4CCCc5ccccc54)ncnc32)cc1 | 97.2 | -18.2 | -1.0 | 98.8 | 0.7 | 100.5 | 5.0 | 112.9 | -16.6 |
| 28 | O=C(Nc1cccnc1)c1cc(-c2ccccc2)on1 | 99.2[fluorescence artefact?] | -27.4 | 16.3 | 105.1 | 5.8 | 103.0 | 6.5 | 100.5 | -12.9 |
| 29 | CCc1ccc(NC(=O)CC2NCCNC2=O)cc1 (stereo not drawn) | 105.1 | 11.7 | -3.4 | 96.3 | 2.3 | 72.9 | 3.5 | 85.7 | -0.2 |
| 30 | CCN=C1SC(CC(=O)NC(N)=O)C(=O)N1CC (stereo not drawn) | 127.5 | -4.8 | · | 94.6 | 10.2 | 100.7 | 3.7 | 101.1 | 0.9 |
| 31 | Cc1cc(C)n(-c2ccc(Cl)c(C(=O)O)n2)n1 | 109.5 | 3.9[fluorescence artefact?] | -3.4 | 97.5 | 13.1[fluorescence artefact?] | 89.7 | 7.5 | 101.0 | -1.9 |
| 32 | CC(C)N(C(=O)N1CCC(c2nc(-c3ccncc3)no2)CC1)C(C)C | 119.8[fluorescence artefact?] | -1.9 | -3.4 | 106.3 | 3.7 | 100.6 | 6.4 | 100.3 | -4.8[fluorescence artefact?] |
| 33 | O=c1c2ccccc2nnn1CSc1nnc(-c2cccc(S(=O)(=O)N3CCCCC3)c2)o1 | 98.7 | -4.1 | -3.3 | 73.1 | 5.9 | 53.0 | 7.5 | 79.5 | -3.4 |
| 34 | Cn1nc(OCCOc2ccccc2)ccc1=O | 91.8 | -4.3 | · | 105.1 | 1.8 | 90.1 | 11.0 | 102.4 | -7.5 |
| 35 | CC1CCC(NC(=O)c2cc3c(s2)CS(=O)(=O)C3)CC1 (stereo not drawn) | 100.6 | -2.4 | · | 92.6 | -0.7 | 76.1 | -2.3 | 106.0 | 7.0 |
| 36 | O=C(Nc1ccc2c(c1)CCC2)c1cnn2c1NC(c1ccco1)CC2C(F)(F)F (stereo not drawn) | 116.5 | 6.4 | -13.8 | 54.7 | -1.1 | 30.4* | 8.4 | 36.7* | 5.5[fluorescence artefact?] |
| 37 | N#Cc1ccc(CSc2nnc(-c3cccc(S(=O)(=O)N4CCCCC4)c3)o2)cc1 | 114.2[fluorescence artefact?] | 12.8[fluorescence artefact?] | 16.0 | 106.2 | 12.6 | 85.6 | 3.2 | 92.1 | 8.5[fluorescence artefact?] |
| 38 | O=C(CSc1ncnc2c1oc1ccccc12)Nc1cccc(Cl)c1 | 372.7*[fluorescence artefact?] | 6.3[fluorescence artefact?] | -34.4 | 64.0 | 23.1[fluorescence artefact?] | 70.9 | 6.9 | 89.0 | 26.4 |
| 39 | CCCCNC(=O)C(C#N)c1nc2ccccc2nc1N1CCN(c2ccccc2F)CC1 (stereo not drawn) | 100.8 | -1.4 | -1.1 | 93.0 | 6.5 | 94.4 | 7.6 | 94.7 | -2.0[fluorescence artefact?] |
| 40 | Cc1cc(C)nc(Sc2ccc3nnc(C(F)(F)C(F)(F)C(F)(F)F)n3n2)n1 | 101.6 | 0.1 | 2.1 | 87.8 | 6.7 | 101.8 | -2.5 | 93.0 | -1.0 |
| 41 | CCN(CC)c1nc(N)nc(N(c2ccccc2)c2ccccc2)n1 | 116.5 | 6.1 | · | 84.6 | -3.7 | 72.8 | 6.8 | 81.7 | 2.6[fluorescence artefact?] |
| 42 | COc1cc(-c2c(C#N)c(N)nc3c2c(C)nn3-c2ccc(C)c(C)c2)cc(OC)c1OC | 458.8*[fluorescence artefact?] | 32.6[fluorescence artefact?] | · | 65.2 | -2.7 | 59.9 | 5.3 | 88.3 | 53.7*[fluorescence artefact?] |
| 43 | CC(=O)OC(C(=O)N1CCN(c2ccc(F)cc2)CC1)c1ccccc1 (stereo not drawn) | 90.2 | -18.4 | -8.5 | 99.2 | -6.6 | 93.9 | 5.2 | 101.5 | -5.3 |
| 44 | CC(C)Oc1ccc(Cn2c(-c3ccco3)n[nH]c2=S)cc1 | 78.7 | 3.4 | 10.0 | 94.5 | -3.5 | 73.1 | 5.6 | 94.1 | -6.2 |
| 45 | CC1Cc2ccccc2N1C(=O)CSc1nnc2c(n1)[nH]c1ccc(F)cc12 (stereo not drawn) | 83.7 | -12.3[fluorescence artefact?] | 5.3 | 53.5 | -2.1 | 37.5* | -1.8 | 100.1 | -5.8[fluorescence artefact?] |
| 46 | CCc1[nH]c(=O)c(C#N)c2c1CCCC2 | 106.0 | -8.8 | 5.5 | 102.9 | 8.3 | 92.0 | -1.8 | 96.3 | -7.8 |
| 47 | COc1cc(NC(=O)c2ccc(Cl)cc2)c(OC)cc1NC(=O)CN1CCOCC1 | 101.3 | -1.5 | 1.8 | 89.8 | 8.9 | 83.4 | 8.4 | 101.1 | 18.2 |
| 48 | C=CC[n+]1c(-c2ccc(OC)cc2)csc1NNC(=O)Nc1ccccc1 | 92.4 | -7.6 | -36.5 | 66.1 | -4.7 | 94.9 | -6.4 | 103.2 | -2.1 |
| 49 | COc1ccc(CN(Cc2ccccn2)S(=O)(=O)c2ccc(-n3cnnn3)c(OC)c2)cc1 | 117.7 | -0.5 | 2.7 | 107.1 | -6.5 | 77.3 | 3.5 | 93.5 | -6.0 |
